Wee1 stabilizer: inhibitors of human Wee1 degradation. HeLa Luc-Wee1K328M stability, luciferase luminescence; 100% = proteasome inhibitor MG132 effect. reporter increase, % at 5 µM. 220,000 compounds, 1.2% hits. P30291;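 active = activation above the mean of all tested compounds plus 3 SD, set per screening run, cut at about 8.8% in these data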;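 also: cells exposed to compound for 20 h before luminescence read; 0% = DMSO alone and 100% = MG132 at 30 µM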
eIF4E-4G inh: inhibitors of eIF4E and eIF4G interaction in translation initiation. P63073+Q04637. TR-FRET eIF4E-eIF4GI(517-606) binding, 2 h. inhibition, % at 21.7 µM. 220,000 compounds, 0.37% hits;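 active = inhibition above about 30%, limit read from the data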;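 also: 0% = full FRET control wells and 100% = background wells lacking eIF4GI fragment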
Ba/F3 V617F tox: lowers viability of Ba/F3 cells expressing EpoR and JAK2V617F; ATP luminescence; inhibition, % at 5.6 µM; 220,000 compounds, 1.1% hits; AID 1446;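 active = inhibition above the campaign mean plus 3 SD over all tested compounds, cut at about 24% in these data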;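 also: cytokine-independent growth of Ba/F3 cells driven by EpoR plus mutant JAK2; 0% = DMSO-treated cells and 100% = JAK inhibitor I control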
S1P4 agonist: human S1P4 receptor agonism. O95977. S1P4-expressing cell line, agonist reporter assay. activation, % at 4.98 µM. 220,000 compounds, 0.35% hits. AID 1509; in the data active = activation above about 11%;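 also: 0% = DMSO vehicle and 100% = reference agonist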
MDM2 E3 inh: Mdm2 E3 ligase (human) inhibition; 210,000 compounds, 0.11% hits; signal enhancement, % at 5 µM; Q00987; cell-based MDM2 ubiquitination luciferase reporter, 2 h; 0 = plate control, 100 = twice control, blank-subtracted;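 active = signal enhancement of 30% or more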;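 also: luminescence tracks abundance of the self-degrading MDM2-luciferase fusion protein; higher signal means inhibition of MDM2 E3 ligase activity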
Target sequence (Q00987 whole entry, looked up, the tested form may be a part): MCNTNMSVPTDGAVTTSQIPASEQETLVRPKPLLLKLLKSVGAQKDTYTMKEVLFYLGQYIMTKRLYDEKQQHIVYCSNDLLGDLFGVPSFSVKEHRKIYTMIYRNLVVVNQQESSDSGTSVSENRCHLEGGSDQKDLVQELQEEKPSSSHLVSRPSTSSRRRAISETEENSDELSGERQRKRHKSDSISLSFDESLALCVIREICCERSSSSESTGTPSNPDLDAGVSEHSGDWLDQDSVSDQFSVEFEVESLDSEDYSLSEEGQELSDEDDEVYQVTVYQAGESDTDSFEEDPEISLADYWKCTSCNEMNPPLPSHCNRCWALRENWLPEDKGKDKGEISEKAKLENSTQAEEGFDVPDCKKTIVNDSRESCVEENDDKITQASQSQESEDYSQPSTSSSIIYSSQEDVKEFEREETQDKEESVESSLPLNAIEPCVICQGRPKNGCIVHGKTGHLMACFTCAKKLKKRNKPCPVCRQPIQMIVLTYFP
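Timing – 2 h compound exposure at 37 °C · Assay system – mammalian cells stably expressing self-ubiquitinating, self-degrading MDM2 E3–luciferase fusion · Amount – 2000 cells seeded into each well · Measure – % luminescence enhancement versus blank-corrected plate control mean · Measured by – SteadyLite luminescence, 15 min reagent step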
PERK inh: human PERK inhibition, primary cell-based screen | Q9NZJ5 | CHO PERK-DD fusion, SEAP luminescence translation reporter | inhibition, % at 5.6 µM | 220,000 compounds, 0.17% hits;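 active = inhibition above the mean inhibition of all tested compounds plus 3 SD, set separately per screening campaign, cut at about 2.9% in these data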;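 also: PERK kinase domain activated by AP20187 dimerizer at 100 nM; 0% = DMSO with dimerizer and 100% = rapamycin at 8.4 µM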
NPY2 pot ag: potentiates or activates human NPY-Y2 receptor | activation, % at 3.6 µM | AID 1359 | P49146 | 220,000 compounds, 0.45% hits | cells expressing NPY-Y2, potentiator/agonist read-out; in the data active = activation above about 27%;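 also: cells stimulated with NPY near EC25 plus isoproterenol at EC100; 0% = vehicle plus submaximal agonist and 100% = vehicle plus saturating agonist; some results beyond the cut were filed as inactive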
Target sequence (P49146 whole entry, looked up): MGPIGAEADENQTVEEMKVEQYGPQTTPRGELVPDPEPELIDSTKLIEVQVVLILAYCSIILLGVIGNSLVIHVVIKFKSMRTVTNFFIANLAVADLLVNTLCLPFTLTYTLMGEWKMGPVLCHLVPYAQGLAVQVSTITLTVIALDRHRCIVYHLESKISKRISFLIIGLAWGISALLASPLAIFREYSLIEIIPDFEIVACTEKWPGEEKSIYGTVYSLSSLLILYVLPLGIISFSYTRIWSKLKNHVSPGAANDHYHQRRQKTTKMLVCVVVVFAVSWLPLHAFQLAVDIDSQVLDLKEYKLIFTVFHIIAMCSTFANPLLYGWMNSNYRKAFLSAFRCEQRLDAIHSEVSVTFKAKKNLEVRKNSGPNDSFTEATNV
BaF3 parental: reduces parental Ba/F3 cell viability, JAK2V617F counter-screen. 220,000 compounds, 1.1% hits. inhibition, % at 5.6 µM. CellTiter-Glo ATP luminescence;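 active = inhibition above a per-campaign cutoff, the mean inhibition of all tested compounds plus 3 SD, cut at about 27% in these data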;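 also: 0% = DMSO wells and 100% = JAK Inhibitor I control wells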
S1P4 antagonist: human S1P4 receptor antagonism; O95977; S1P4-expressing cells, antagonist mode, reporter read-out; inhibition, % at 4.98 µM; 220,000 compounds, 0.26% hits; in the data active = inhibition above about 29%;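 also: 0% = wells stimulated with agonist and 100% = vehicle wells without agonist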
Starred values were filed as active, the others as inactive; / = not tested or not shown; [ ] = dose if it differs, or a comment.

smiles	Wee1 stabilizer	eIF4E-4G inh	Ba/F3 V617F tox	S1P4 agonist	MDM2 E3 inh	PERK inh	NPY2 pot ag	BaF3 parental	S1P4 antagonist
O=C(CSc1nc(-c2ccccc2)cs1)NC(=O)NCc1ccco1	0	-7	-2	2.2	-16	0.5	3	-2	-5
CCOC(=O)C1(CCCc2ccccc2)CCN(C(=O)C(C)n2cncn2)CC1 (centres undefined)	-3	2	-1	0.5	-9	1.2	6	8	6
O=C(O)CC/C(=N/Nc1ccc([N+](=O)[O-])cc1)C(=O)O	1	4	3	-1.2	-9	0.2	-22	2	3
N=c1c2c(-c3ccccc3)c(-c3ccccc3)oc2ncn1Cc1ccco1	3	4	0	0.5	-10	-0.2	-31	2	-7
COc1cccc(OC)c1C(=O)Nc1ccc(N2CCN(S(C)(=O)=O)CC2)cc1	8	6[fluorescence artefact?]	-2	-0.8	-15	1.6	10	2	5
N#Cc1c(-n2cccc2/C=N/O)sc2c1CCCC2	2	4	-3	2.4	-13	0.1	15	0	-14
Cc1cc(O)c(NC(=O)c2cccc([N+](=O)[O-])c2)cc1C	2	-3	-4	-1.1	/	0.4	-14	-3	-13
O=C(CSc1ncccc1-c1nc2ccccc2[nH]1)NC1CC1	-1	1	0	-0.6	-10	0.3	8	0	10
COCCCNC(=O)CN1C(=O)c2ccccc2C1=O	-1	/	-1	-1.2	-10	-0.2	-8	2	-16
CCOC(=O)CNC(=O)c1ccc(C#CC2(O)CCCCC2)cc1	1	-3	-1	1.0	4	0.8	19	7	-25

(further entries)
smiles	Wee1 stabilizer	eIF4E-4G inh	Ba/F3 V617F tox	S1P4 agonist	MDM2 E3 inh	PERK inh	NPY2 pot ag	BaF3 parental	S1P4 antagonist
COc1cccc(Oc2c(C)oc3c(CN4CCCCC4)c(O)ccc3c2=O)c1	5	2	-1	-0.3	-74	-0.7	-8	-1	-1
CC(C(=O)N1CCCCC1)n1sc2ccccc2c1=O (centres undefined)	3	3	2	0.1	-29	-0.3	-1	3	-19
CCCCNC(=S)NNc1c(Cl)cc(Cl)cc1Cl	-1	-3	4	2.5	-17	-0.3	3	2	-2
CCOC(=O)c1c(NC(=O)C2C3CCC(O3)C2C(=O)O)sc(C)c1-c1ccc(F)cc1 (centres undefined)	-1	-4	-6	-1.4	-10	1.1	-1	0	-5
Cc1oc(-c2ccc(Cl)cc2)nc1CN1CCC(C(=O)NCc2cccnc2)CC1	-2	0	4	-2.0	-28	-1.3	6	4	-11
O=C(c1cc(COc2ccc3ncccc3c2)on1)N1CCCC(O)C1 (centres undefined)	0	2	1	1.2	-4	0.2	-6	3	-8
CCC(Sc1nc2ccccc2o1)C(=O)Nc1nnc(C)s1 (centres undefined)	-2	1	1	2.0	-16	0.0	-5	1	-13
CC(/C=C/c1ccccc1)=N/NC(=O)CNC(=O)c1ccccc1F	3	4	1	-1.1	9	0.2	6	3	5
CC1=C(C(=O)Nc2ccccc2)C(c2ccco2)C(C#N)=C(SCC(N)=O)N1 (centres undefined)	2	/	0	-0.8	-2	0.0	-16	3	7
N#CNC(=Nc1cccc(F)c1)SCc1cccc(F)c1	-2	4	-5	-0.1	-5	0.5	-1	1	-4

The results go on.
smiles	Wee1 stabilizer	eIF4E-4G inh	Ba/F3 V617F tox	S1P4 agonist	MDM2 E3 inh	PERK inh	NPY2 pot ag	BaF3 parental	S1P4 antagonist
CCOc1ccccc1NC(=O)CSc1nnc(-c2ccco2)n1Cc1ccco1	5	4[fluorescence artefact?]	-2	0.1	-8	-0.7	2	3	-4
Cn1c(SCc2c(Cl)cccc2Cl)nc(C(F)(F)F)cc1=O	0	2	-3	2.1	0	1.3	6	-1	1
Cc1ccc(-c2ccc(=O)n(CC(=O)Nc3ccc4c(c3)OCCO4)n2)cc1	2	2	-3	-1.9	-5	1.8	-20	3	4
O=C(CSc1nnnn1Cc1ccccc1)c1ccccc1	-1	-1	-2	-0.3	3	0.4	-9	-1	7
Cc1c(C=O)c2ccccn2c1C(=O)c1ccc(Cl)c([N+](=O)[O-])c1	-3	-3	-2	-0.9	-11	-0.2	19	-2	-2
Cc1ccc(-n2c(C)cc(/C=c3/sc4nc5ccccc5n4c3=O)c2C)cc1	2	5	-2	0.3	-5	0.0	0	4	4
COc1ccc(-c2[nH]c3ccccc3c2SCCN)cc1	-2	8	5	-0.2	-10	-0.9	-3	4	5
O=C(NCc1c(Cl)cccc1Cl)c1ccc2nnsc2c1	-2	3	-1	-0.2	-5	-0.3	14	3	-1
CC1CCN(C(C(=O)Nc2ccc(C(C)C)cc2)c2ccc3c(c2)OCO3)CC1 (centres undefined)	0	5	-3	0.9	-3	0.1	-6	-1	-3
CCOc1ccc2nc(NC(=O)c3cc([N+](=O)[O-])ccc3N3CCOCC3)sc2c1	2	-7	-1	0.9	-7	0.5	-6	1	2

The results go on:
smiles	Wee1 stabilizer	eIF4E-4G inh	Ba/F3 V617F tox	S1P4 agonist	MDM2 E3 inh	PERK inh	NPY2 pot ag	BaF3 parental	S1P4 antagonist
CCOc1cc(S(=O)(=O)Nc2ccccn2)ccc1F	0	2	-5	0.9	-6	0.8	5	1	-12
Cc1cnc(C(=O)OCC(=O)NC2CCCCC2)cn1	1	4	0	1.0	-6	1.3	0	6	-15
c1nc(N2CCOCC2)c2sc3nc(N4CCOCC4)c4c(c3c2n1)CCCC4	1	/	2	1.3	/	0.7	-4	3	-20
COc1cc(C2Nc3cccc4cccc(c34)N2)cc(OC)c1O	-1	14[fluorescence artefact?]	-3	-3.0	-16	0.4	-3	2	-13
CCOc1ccc(NCc2nnc(SCc3ccccc3Cl)n2-c2ccccc2)cc1	0	1	-2	-0.9	1	-0.5	-16	4	-10
CCCCOC(=O)c1ccc(NC(=O)c2c(Cl)ccc(Cl)c2OC)cc1	0	1	3	-1.5	-8	-1.2	-21	5	3
O=C(CN1CCOCC1)N1CCN(c2nnc(-c3ccccc3)c3ccccc23)CC1	-3	3	3	-2.4	-13	-1.3	-12	6	-2
CC(=O)N1CCc2cc(Br)cc(S(=O)(=O)NCCCN3CCCC(C)C3)c21 (centres undefined)	7	-2	-2	-0.1	2	0.0	-17	5	-16
COc1ccccc1Cc1noc(COc2cccc(C)c2C)n1	-2	7	0	-0.6	-10	0.5	-17	2	-24
C=CCn1ncc(OC)c(Cl)c1=O	0	11	2	-1.8	-8	0.7	-10	7	-10

(further entries)
smiles	Wee1 stabilizer	eIF4E-4G inh	Ba/F3 V617F tox	S1P4 agonist	MDM2 E3 inh	PERK inh	NPY2 pot ag	BaF3 parental	S1P4 antagonist
O=c1[nH]c2ccccc2c(O)c1Cc1ccccc1	3	-2	-9	-1.9	-20	1.2	-2	0	-4
Cc1ccccc1C(=O)Nc1cccc(NC(=O)c2ncn[nH]2)c1	-2	3	0	0.2	2	1.1	-1	7	13
CC(=O)NC(N(C#N)c1nc(Cl)nc(N(C)C)n1)C(Cl)(Cl)Cl (centres undefined)	-1	-1	-3	0.6	-8	0.1	-6	-1	-3
Cc1nc(NC(=O)c2ccccc2)sc1-c1csc(Nc2cccc(Cl)c2)n1	-3	23	-1	-5.3	-15	-1.0	3	2	3
COc1ccc2cc(C(=O)N3CCCCCC3)sc(=O)c2c1OC	-2	3	3	-0.1	-15	-0.7	-4	5	8
Cc1ccc(CN2CCN(Cc3cnc(C)s3)CC2CCO)o1 (centres undefined)	-1	2	-2	0.7	0	1.6	3	-1	7
CSc1ccccc1NC(=O)CN(C)Cc1cccc(Cl)c1	-2	2	-1	0.2	-9	-0.3	-22	3	8
O=C(NCc1ccco1)C(c1ccccc1)N(C(=O)Cc1cccs1)c1cccnc1 (centres undefined)	-3	-5	1	1.1	-16	-0.3	-2	2	-6
CCOC(=O)c1ccc(NC(=S)N2CCSC2c2c(F)cc(F)cc2F)cc1 (centres undefined)	-2	-4	2	-0.7	-9	0.1	5	9	-2
CCC(SC1=Nc2ccccc2C2=NC(CC(C)C)C(=O)N12)C(=O)Nc1ccc2c(c1)OCO2 (centres undefined)	0	0[fluorescence artefact?]	-4	1.5	6	-1.6	14	0	-5

An excerpt from above in order of count of non-hydrogen atoms, smallest number first:
smiles	Wee1 stabilizer	eIF4E-4G inh	Ba/F3 V617F tox	S1P4 agonist	MDM2 E3 inh	PERK inh	NPY2 pot ag	BaF3 parental	S1P4 antagonist
CSc1ccccc1NC(=O)CN(C)Cc1cccc(Cl)c1	-2	2	-1	0.2	-9	-0.3	-22	3	8
COc1ccc2cc(C(=O)N3CCCCCC3)sc(=O)c2c1OC	-2	3	3	-0.1	-15	-0.7	-4	5	8
Cc1nc(NC(=O)c2ccccc2)sc1-c1csc(Nc2cccc(Cl)c2)n1	-3	23	-1	-5.3	-15	-1.0	3	2	3

(list continues)
smiles	Wee1 stabilizer	eIF4E-4G inh	Ba/F3 V617F tox	S1P4 agonist	MDM2 E3 inh	PERK inh	NPY2 pot ag	BaF3 parental	S1P4 antagonist
N#Cc1ccc(-c2csc(-c3ccno3)n2)cc1	1	1	-2	0.8	-14	0.8	-1	1	-10
CC(=O)NCCNC(=O)c1ccc(CSc2ccc(Cl)cc2)cc1	3	2	-1	-0.5	-20	0.8	1	1	5
CC(=O)c1cccc(OCCN2C(=O)NC(C)(C)C2=O)c1	3	3	-1	-0.3	-17	0.9	5	4	4
C#CCOCCOCCOCCNc1nc(N2CCN(C(=O)[C@H](Cc3cc4ccccc4[nH]3)n3cc([C@@H](N)C(C)CC)nn3)CC2)nc(N2CCN(C(=O)[C@H](Cc3cc4ccccc4[nH]3)n3cc([C@@H](N)CC(C)C)nn3)CC2)n1 (some centres undefined)	5	0	-2	-2.7	/	0.9	-11	4	2
CCC(=O)Nc1c(C#N)c2nc3ccccc3nc2n1-c1ccccc1C	-1	4	-1	1.7	-14	0.1	-1	8	-25
COc1cccc(C(=O)Nc2c(C(N)=O)oc3ccccc23)c1	0	1	2	-3.0	-17	-0.6	12	6	-11
O=C(CSc1nnc2c(n1)[nH]c1ccc(F)cc12)N1CCOCC1	3	-1	1	0.1	2	1.9	-10	12	-14
CN(C)c1ccc(CNC(=O)C2CCN(S(=O)(=O)c3ccc4c(c3)CCC(=O)N4)CC2)cc1	-1	0	5	-0.4	-4	-0.2	-5	6	11
Cc1ccccc1OCC(=O)OC(C(=O)c1ccccc1)c1ccccc1 (centres undefined)	-1	2	-2	-0.4	3	1.3	4	2	7
Cc1cccc(/C(N)=N/OC(=O)C23CC4CC(CC(C4)C2)C3)c1	-3	5	5	0.1	-1	0.2	-6	8	2
Cc1cc(C)nc(SCSc2nc(C)cc(C)n2)n1	2	-1	1	1.3	3	-0.2	4	2	-8
